IL1B secr inh: inhibitors of inflammasome signaling (IL-1 beta secretion); THP-1 LPS/ATP IL-1B secretion, AlphaLISA, 16 h; stronger effect = lower value; activity change, % at 57.5 µM; 4.7% of 360,000 active; AID 743279; in the data active = activity change below about -50%; inconclusive = mostly about -30% to -49%; also: % is scaled to controls: 0 for no effect and ±100 for the full control effect
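THP-1 cells pretreated 1 hr with compounds (up to 57.5 uM final), then stimulated with LPS (250 ng/mL final) plus ATP (1.25 mM final); secreted IL-1B measured by AlphaLISA after 16 hr, decreased signal indicating inhibition.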
ATXN2 expr inh: inhibitors of ATXN2 expression. Potency, µM (highest dose often 57 µM), inactives show at the top dose activity change, negative = inhibition, most hits filed as inhibitors. 0.72% of 360,000 active. HEK-293 ATXN2-luciferase reporter, luminescence, 24 h; also: potency is read from the fitted curve at half-maximal effect; % is scaled to controls: 0 for no effect and ±100 for the full control effect; nearly all actives have a fitted effect of over 55% in size
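qHTS (up to 57 uM final) was run with 24 h compound exposure of reporter cells at 37 °C. Each well was multiplexed: SteadyGlo luminescence measured ATXN2-luciferase expression after a fluorogenic Gly-Phe-AFC viability readout (25 uM final).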
KB-3-1 tox: KB-3-1 parental cell cytotoxicity. Potency, µM (series often up to 46.1 µM), inactives show at the top dose activity change, negative = cytotoxic, hits mostly cytotoxic. KB-3-1 viability, CellTiter-Glo ATP luminescence, 72 h. 1.4% of 400,000 active; also: potency is read from the fitted curve at half-maximal effect; % is scaled to controls: 0 for no effect and ±100 for the full control effect; nearly all actives have a fitted effect of over 60% in size
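Screening of KB-3-1 cells (DMEM, 10% FBS, phenol-red free) ran from lowest to highest compound concentration; after 72 h at 37 °C viability was read luminescently and curves fitted.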
S2 tox: viability counter-screen for ATXN expression inhibitors | S2 cells (HEK-293 line with an ATXN2-luciferase reporter) viability, CellTiter-Fluor protease fluorescence, 24 h | Potency, µM (doses to about 56.7 µM), most hits filed as cytotoxic | 0.49% of 400,000 active | AID 651635; also: potency is read from the fitted curve at half-maximal effect; nearly all actives have a fitted effect of over 40% in size
SW480 rerep: DNA re-replication induction in SW480 cells; Potency, µM (doses to about 46.1 µM), without a hit: at the top dose re-replication activation, usual class: activators; SW480 DNA re-replication, Hoechst DNA content imaging, 48 h; 1.8% of 340,000 active; AID 624297; also: potency is read from the fitted curve at half-maximal effect; % of control where 0% means no effect; nearly all actives have a fitted effect of over 55% in size
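Per well, 250 cells were exposed to pinned compound for 48 hr. Nuclear DNA was visualised with Hoechst (40 min, 37 C) and total object intensity recorded by fluorescence scanning.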
HT1080 IDH1KD tx: toxicity to HT-1080 IDH1 knockdown cells (counter line); HT-1080 IDH1 knockdown viability, ATP luminescence, 48 h; Potency, µM (titrated, usually from 46.1 µM), inactives show top-dose activity, negative = toxicity, actives largely listed as cytotoxic; 2% of 360,000 active; AID 686971;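 also: potency is read from the fitted curve at half-maximal effect; 0% = DMSO wells and -100% = cell-free medium wells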
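Assay cells: HT-1080 with IDH1 knockdown, 750 per well, RPMI/5% FBS. Exposure: 48 h at 37 °C following 2 h pre-incubation. Read: CellTiter-Glo luminescence; fitted concentration-response, curve class assigned.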
KB-V1 cytotox: kills drug-selected multidrug resistant KB-V1 cells; KB-V1 MDR cells viability, CellTiter-Glo, 72 h; Potency, µM (highest dose often 46.1 µM), inactives show top-dose activity change, negative = cytotoxicity, hits mostly cytotoxic; 3.4% of 400,000 active; also: potency is read from the fitted curve at half-maximal effect; % is scaled to controls: 0 for no effect and ±100 for the full control effect; nearly all actives have a fitted effect of over 60% in size
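KB-V1 cells (P-gp-expressing MDR subline of KB-3-1) in phenol-red-free DMEM with 10% FBS were exposed to library compounds over a concentration series for 72 h at 37 degrees C. Viability read by CellTiter-Glo luminescence; concentration-effect curves fitted after normalization.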
MCF10A rereplic: inducers of DNA re-replication in MCF 10A breast cells. 2.9% of 350,000 active. MCF 10A DNA re-replication, Hoechst nuclear intensity, 48 h. Potency, µM (highest dose often 46.1 µM), for the others: at the highest dose activity, positive = re-replication, actives largely listed as activators; also: potency is read from the fitted curve at half-maximal effect; % of control where 0% means no effect; nearly all actives have a fitted effect of over 50% in size
HT1080NT lethal: kills 2HG-producing HT-1080-NT fibrosarcoma cells; HT-1080-NT fibrosarcoma viability, CellTiter-Glo ATP luminescence, 48 h; Potency, µM (series often up to 46.1 µM), without a hit: top-dose activity, negative = less viability, most hits filed as cytotoxic; 1.6% of 360,000 active;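 also: NT is the 2HG producing partner of a matched IDH1 knockdown line; potency is read from the fitted curve at half-maximal effect; 0% = DMSO-treated cells and -100% = media-only wells without cells; nearly all actives have a fitted effect of over 55% in size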
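Viability of the 2HG-overproducing fibrosarcoma line after 48 hours of compound exposure at 37 degrees C was determined by luminescence with CellTiter-Glo, and concentration-effect curves were then fitted and categorized.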
* marks the source's active call; other numbers are inactive results; i = inactive; ? = inconclusive; . = not tested or not shown; [ ] = remark or other dose. Unless noted, calls follow the shape of the dose curve; as a rule, active = well fitted curve in the direction sought with a large enough effect; inconclusive = small, poorly fitted or top-dose-only effect, or another doubt; inactive = no such curve, though single readings can be large; an effect the other way counts as inactive or inconclusive.

no. | mol | SW480 rerep | KB-V1 cytotox | MCF10A rereplic | HT1080 IDH1KD tx | HT1080NT lethal | ATXN2 expr inh | KB-3-1 tox | S2 tox | IL1B secr inh
1 | CCCn1c(SCC(=O)NC2CCCCC2C)n[nH]c1=O (stereo unspecified) | -9.4%[9.22 µM] | 2.4% | 5.4% | 11.4% | 12.3% | -7.7% | 0.0% | i | 0.0
2 | Cn1c(=O)c2c(nc(NCc3ccc4c(c3)OCO4)n2C)n(C)c1=O | -19.8% | -9.4% | -3.0% | 0.0% | 9.5% | -4.7% | -4.3% | i | 10.7
3 | Cc1ccn2c(=O)c(C(=O)NCCN3CCOCC3)c(O)nc2c1 | 14.5% | -21.1% | -2.9% | 9.4% | 1.0% | 2.6% | 28.7% | i | 12.2
4 | COc1ccc(C2C(C#N)=C(N)Oc3n[nH]c(C)c32)cc1CSc1ccccn1 (stereo unspecified) | -16.9% | 4.7% | 6.2%[9.22 µM] | 14.8% | 7.6% | -24.1% | -10.9% | i | -10.2
5 | CCCNC(=O)c1onc(CSc2ccc(Cl)cc2)c1C(=O)NCCOC | -5.6% | -24.7% | -2.0% | 2.4% | 4.8% | -5.9% | 18.8% | i | -6.3
6 | CCC(=O)Nc1cc2c3c(c1)CCN3C(=O)CC2 | -0.5% | ? | -7.4% | 0.8% | -0.4% | . | -0.5% | i | 9.0
7 | CC(C)CCN1CCC[C@]2(N[C@H](c3ccccc3)[C@@H]3C(=O)N(Cc4ccccc4)C(=O)[C@@H]32)C1=O | . | -9.9% | . | 15.4% | 2.9% | 1.5% | 6.8% | i | 8.3
8 | COc1ccc(NC(=O)c2ccc(C)cc2)c(OC)c1 | -2.9% | ? | 19.8% | ? | 0.3% | 47.5%[activator] | 0.0% | i | -10.1
9 | Cc1ccc(OCCOc2cccc3ccc(C)nc23)c([N+](=O)[O-])c1 | 5.5% | -19.2% | -0.4% | -8.0% | -20.3% | 6.3% | 3.3% | i | 23.8
10 | c1ccc(CNc2nc(-c3cccs3)nc3ccccc23)cc1 | -7.1% | -16.8% | ? | 18.4µM* | ? | -26.0% | -21.0% | i | .
11 | CCOc1ccc(CCNC(=O)C2CCCN(S(=O)(=O)N3CC(C)CC(C)C3)C2)cc1OCC (stereo unspecified) | -24.9% | ? | -2.2% | 17.3% | 6.8% | -12.6% | -4.9% | i | 6.0
12 | CC1CN(C(=O)CCn2c(=O)oc3ccccc32)CC(C)O1 (stereo unspecified) | -34.5% | 13.2% | 7.4% | 14.9% | 9.7% | 1.7% | -0.6% | i | 0.0
13 | Cc1cccc(N2CCN(C(=O)CS(=O)(=O)c3cccc4nsnc34)CC2C)c1 (stereo unspecified) | . | ? | . | . | . | 8.7% | -1.2% | i | .
14 | Cc1ccccc1N(C)C(=O)C1CCCN(c2ncnc3c2nc2n3CCCCC2)C1 (stereo unspecified) | -29.6% | -15.8% | 14.8% | 12.0% | 12.3% | ? | -6.6% | i | 31.4
15 | C#CCNC(=O)C1=C[C@H](c2ccc(C(F)(F)F)cc2)[C@@H](CCCO)[C@H](OCC)O1 | -18.7% | -26.6% | 0.3% | 1.8% | 7.6% | -9.2% | 16.7% | i | -6.4
16 | CC(NC(=O)COc1ccccc1F)C1CC2CCC1C2 (stereo unspecified) | ? | -23.6% | -0.8% | -11.7% | 5.5% | . | -12.6% | i | 0.0
17 | Cc1ccc(C(=O)Nc2nn(C)c3cccc(F)c23)cc1 | -13.2% | -0.7% | 12.0% | -11.6% | -14.8% | -8.6% | -12.4% | i | -18.2
18 | COc1nc(NCCc2ccc(OC)c(OC)c2)nc(Nc2ccccc2)n1 | ? | 0.0% | 3.7% | -4.8% | -1.8% | 7.6% | -8.8% | i | -81.2*
19 | CC(=O)Nc1ccc(N(C(=O)c2ccco2)C(C(=O)NC2CCCC2)c2ccncc2)cc1 (stereo unspecified) | 0.6% | 10.2% | -4.3% | 14.3% | 12.4% | 6.3% | -5.0% | i | -8.4
20 | N=c1c2c3c(sc2ncn1Cc1ccccc1)CCCC3 | -1.7% | ? | ? | 7.3% | -0.3% | -2.2% | ? | i | 1.4
21 | COc1cc(OC)c(NC(=O)c2cc(CN3CCOCC3)on2)cc1Cl | . | 5.0% | . | . | . | 12.2% | 3.6% | i | .
22 | O=C(c1cn(Cc2ccccc2)nc1-c1ccccc1)N1CCN(c2ccccn2)CC1 | ? | ? | 5.0% | 16.4µM* | ? | -5.7% | 10.3µM* | i | 6.8
23 | CCCC(C(=O)NCCC(C)C)N(Cc1ccccc1Cl)C(=O)c1snc(C(N)=O)c1N (stereo unspecified) | ? | 4.9% | 24.0% | -10.2% | -4.6% | . | 0.3% | i | 15.2
24 | NC(N)=N/N=C/c1ccc(OS(=O)(=O)c2ccccc2)cc1 | 5.8µM* | -7.9% | 18.4µM* | -4.6% | -21.9% | . | 5.1% | ? | -17.9
25 | Cc1ccc(S(=O)(=O)NCC2NCCc3ccccc32)cc1 (stereo unspecified) | -4.5% | ? | -5.8% | 7.9% | 13.1% | -7.3%[11.3 µM] | 10.9% | i | -1.3
26 | N#Cc1ncc(-c2ccc3c(c2)OCCOCCOCCOCCOCCO3)nc1C#N | -2.5% | 9.9% | 4.4% | 10.7% | 2.2% | 7.1% | 7.8% | i | 21.9
27 | COc1ccc(C(=O)NCCC2=CCCCC2)cc1S(=O)(=O)N1CCOCC1 | -0.9% | -3.3% | -6.4% | 6.4% | 2.3% | 4.2% | 5.7% | i | 22.6
28 | CCCCCCCN1C(Nc2ccccc2)=NC[C@@H]1Cc1ccccc1 | 8.1%[9.22 µM] | -8.9% | 2.6% | ? | ? | ? | ? | ? | -15.7
29 | Cc1nnc(SC(=O)N2c3ccccc3Sc3ccccc32)s1 | -0.7% | ? | 2.9% | 7.08µM* | 8.91µM* | 25.1µM* | -6.4% | . | -100.9*
30 | ClC1(Cl)CC1Cn1cnc2ccccc21 (stereo unspecified) | -0.1% | -0.7% | ? | 5.8% | -4.1% | 0.6% | -2.7% | i | 0.7
31 | COc1cc(NS(=O)(=O)c2ccc(NC(=S)NC(=O)c3ccc(Br)cc3)cc2)ncn1 | ? | 15.7% | ? | -0.1% | 5.8% | . | -1.3% | i | 8.6
32 | Cc1csc(SCCn2c(Br)nc3c2c(=O)[nH]c(=O)n3C)n1 | 1.3% | -12.3% | ? | -0.1% | -1.7% | -6.9% | 8.8% | i | 19.7
33 | CCC[C@H]1CC(=O)C=C(c2ccsc2)ON1C(=O)OC(C)(C)C | 4.0% | 0.0% | -0.5% | -2.3% | 1.6% | -9.0% | 0.0% | i | -3.3
34 | c1ccc2c(Nc3ccc4c(c3)OCCO4)c3c(nc2c1)CCC3 | ? | ? | ? | -22.4% | -25.4% | . | 1.4% | ? | 12.6
35 | COc1ccc(C)cc1NC(=O)CN(c1ccccc1)S(=O)(=O)N(C)C | . | 16.0% | . | . | . | -10.0% | 4.0% | i | .
36 | Cc1ccc(SCC(=O)Nc2ccc(N3CCOCC3)cc2)cc1C | 2.6% | 0.5% | 1.2% | 11.8% | 0.1%[9.24 µM] | 8.6% | 1.5% | i | -1.1
37 | O=c1cc[nH]c2ccc([N+](=O)[O-])cc12 | 0.3% | -3.2% | -0.1% | -0.4% | -1.3% | -2.7% | 12.0% | i | 25.1
38 | CC1(c2cc([N+](=O)[O-])cc([N+](=O)[O-])c2)CC(C)(C)N(C(=O)c2ccccc2)c2ccccc21 (stereo unspecified) | -2.8% | 0.3% | 2.5% | 0.2% | 11.6% | -22.7% | -25.6% | i | 0.3
39 | CCOC(=O)c1c(NC(=S)N2CCN(C)CC2)sc2c1CCN(C(=O)OCC)C2 | ? | -3.4% | ? | 18.4µM* | 20.6µM* | -24.9% | -19.9% | ? | .
40 | Cc1cc(-c2nnc(CCC(=O)NC(C)c3ccccc3Cl)o2)no1 (stereo unspecified) | -1.0% | ? | -2.6% | 0.7% | 1.1% | -17.7% | -4.3% | i | 29.4
41 | COc1ccccc1NC(=O)Cc1noc(CN(C)Cc2cccs2)n1 | 0.0%[9.22 µM] | -20.7% | 1.2% | 1.5% | -3.7% | -2.0% | 0.0% | i | 17.3
42 | COc1ccccc1N1CCN(C(=O)c2cc(N3C(=O)C4C5CCC(C5)C4C3=O)ccc2Cl)CC1 (stereo unspecified) | -2.2% | 4.11µM* | 9.7% | -0.7% | -0.5% | -10.8% | -13.0% | i | 11.0
43 | Cc1cc(C)n(CC(=O)N/N=C/c2cccs2)n1 | -0.6% | 0.0% | 11.9% | 19.9% | ? | 20.9% | 3.0% | i | -0.7
44 | CN(C)S(=O)(=O)N1CCC(n2nccc2NC(=O)CCc2ccccc2)CC1 | -12.5% | 5.2% | -16.4% | 3.6% | 12.5% | -4.7% | -1.6% | i | 1.5
45 | Cc1[nH]c(C)c(S(=O)(=O)NCc2ccc(Cl)cc2)c1C(=O)N1CCCC1 | -25.8% | ? | 0.8% | 0.0% | -3.8% | 7.6% | 4.7% | i | 10.8
46 | COc1cccc(NC(=O)c2ccc(C(=O)c3ccccc3)o2)c1 | -13.7% | -25.3% | 7.6% | -25.6% | -19.1% | 4.9% | -5.2% | i | ?

A draw from above in order of number of heavy atoms, falling:
no. | mol | SW480 rerep | KB-V1 cytotox | MCF10A rereplic | HT1080 IDH1KD tx | HT1080NT lethal | ATXN2 expr inh | KB-3-1 tox | S2 tox | IL1B secr inh
27 | COc1ccc(C(=O)NCCC2=CCCCC2)cc1S(=O)(=O)N1CCOCC1 | -0.9% | -3.3% | -6.4% | 6.4% | 2.3% | 4.2% | 5.7% | i | 22.6
16 | CC(NC(=O)COc1ccccc1F)C1CC2CCC1C2 (stereo unspecified) | ? | -23.6% | -0.8% | -11.7% | 5.5% | . | -12.6% | i | 0.0
37 | O=c1cc[nH]c2ccc([N+](=O)[O-])cc12 | 0.3% | -3.2% | -0.1% | -0.4% | -1.3% | -2.7% | 12.0% | i | 25.1
